USP2a inh – qHTS Assay for Inhibitors of Ubiquitin-specific Protease USP2a Using CHOP2 as the Reporter | Ubiquitin carboxyl-terminal hydrolase 2 (Homo sapiens), O75604 | USP2 core, Ub-CHOP2 coupled fluorogenic reporter, 485/531 | Potency, µM (series often up to 38.3 µM), without a hit: at the top dose activity change, negative = inhibition, hits mostly inhibitors | hit rate 0.01% among 330,000 | AID 463254, 2010;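 note: potency is the fitted concentration of half-maximal effect; plate controls were DMSO wells for no effect and full inhibition by NEM control for full effect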
Target sequence (O75604 whole entry, looked up): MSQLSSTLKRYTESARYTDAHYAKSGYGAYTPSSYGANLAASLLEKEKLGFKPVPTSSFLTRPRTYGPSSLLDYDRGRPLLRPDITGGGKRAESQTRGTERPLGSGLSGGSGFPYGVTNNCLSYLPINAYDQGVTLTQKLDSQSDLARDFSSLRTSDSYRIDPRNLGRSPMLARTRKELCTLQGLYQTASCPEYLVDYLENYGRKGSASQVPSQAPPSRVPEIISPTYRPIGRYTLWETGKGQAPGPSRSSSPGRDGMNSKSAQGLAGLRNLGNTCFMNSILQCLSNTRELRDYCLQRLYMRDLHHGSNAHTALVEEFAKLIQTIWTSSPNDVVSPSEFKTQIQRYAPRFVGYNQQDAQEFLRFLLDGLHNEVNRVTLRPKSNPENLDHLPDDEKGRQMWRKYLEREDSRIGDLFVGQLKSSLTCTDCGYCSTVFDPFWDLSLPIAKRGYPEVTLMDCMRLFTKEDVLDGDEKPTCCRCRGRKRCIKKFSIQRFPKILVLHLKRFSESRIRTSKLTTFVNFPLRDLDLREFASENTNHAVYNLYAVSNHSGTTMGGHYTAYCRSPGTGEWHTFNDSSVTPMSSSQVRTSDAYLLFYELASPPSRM
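Deubiquitinase activity read as fluorescence (485/531 nm) after Ub-CHOP2 cleavage activates the enterokinase reporter on its substrate; USP2 core 10nM, Ub-CHOP2 and substrate 25nM each, 30min compound preincubation then 60min RT; data normalized to NEM, curves fitted.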
Menin MLL FP TR – qHTS Assay for Inhibitors Targeting the Menin-MLL Interaction in MLL Related Leukemias: Competition With Texas Red Labeled MLL-derived Mutant Peptide; Menin + Texas Red MLL mutant peptide, fluorescence polarization; Potency, µM (highest dose often 61.6 µM), without a hit: at the top dose FP activity change, negative = inhibition, hits mostly inhibitors; hit rate 0.23% among 270,000; active = well fitted inhibition curve with a large enough effect in the polarisation, with a control signal flat, not every such curve was filed as active; inconclusive = small, poorly fitted or top-dose-only effect, or effect the other way, or a change in a side signal; inactive = no such curve, though single readings can be large or run the other way; the % refers to the polarisation; note: potency is the fitted concentration of half-maximal effect; % of control where 0% means no effect; many of its hits are not listed in these tables
Chronic BCR inh – qHTS Assay to Find Inhibitors of Chronic Active B-Cell Receptor Signaling | ABC-DLBCL IkBa-CBG/CBR reporter, luminescence ratio, 4 h | Potency, µM (titrated, usually from 46.1 µM), without a hit: top-dose ratio change, negative = lower green/red ratio, most hits filed as inhibitors | hit rate 0.05% among 340,000 | AID 493014, 2011; active = well fitted inhibition curve with a large enough effect in the signal ratio, with a control signal flat, not every such curve was filed as active; inconclusive = small, poorly fitted or top-dose-only effect, or effect the other way, or a change in a side signal; the % refers to the signal ratio;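 note: potency is the fitted concentration of half-maximal effect; plate controls were basal doxycycline-induced cells for no effect and cells given 10 µM MG132 for full effect; MG132 reads +100%, hits lower the ratio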
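Cell line TMD8 (human ABC DLBCL), stably expressing tet-inducible CBG68-IkBa fusion and CBR; IMDM/0.5% FBS; cpd up to 46 uM; dox induction, 4 h, 37C/5% CO2; dual luminescence; green/red ratio; MG132 control.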
hERG WT inh – qHTS for Inhibitors of KCHN2 3.1: Wildtype qHTS | hit rate 0.37% among 340,000 | activity change, % at 1.84 µM | U2OS, BacMam KCNH2, thallium flux FluxOr; hits give low values;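 active = maximum activity change below -70%; inconclusive = maximum activity change between -70% and -50%; inactive = maximum activity change above -50%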; note: % is set by controls: 0 for no effect and ±100 for the full control effect
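U2OS cells transduced with wild-type KCNH2 virus are loaded with FluxOr dye for 45 min, and thallium flux is measured in kinetic reads before and after stimulation buffer. Rate constants are normalized to DMSO controls.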
PKM2 act – qHTS Assay for Activators of Human Muscle isoform 2 Pyruvate Kinase. Potency, µM (highest dose often 57.5 µM), inactives show at the highest dose activation, hits mostly activators. purified PKM2, Kinase-Glo ATP luminescence, activation; response scale: 0% is enzyme alone, no compound. hit rate 0.34% among 260,000. Pyruvate kinase PKM (Homo sapiens), P14618; note: potency is the fitted concentration of half-maximal effect; % is set by controls: 0 for no effect and ±100 for the full control effect; nearly all actives have a fitted effect of over 55% in size
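ATP formation by purified human PK-M2, quantified via coupled luciferase luminescence after 1 h at room temperature with 0.1 mM ADP and 0.5 mM PEP final.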
TSHR antagonist – Antagonists of the Thyroid Stimulating Hormone Receptor: HTS campaign. hit rate 0.2% among 330,000. Thyrotropin receptor (Homo sapiens), P16473. TSHR-expressing cells, TSH-stimulated cAMP HTRF, 2 h; hits give low values. activity change, negative = inhibition, % at 11.5 µM. AID 504810, 2011;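 active = activity change below a set negative limit, meaning inhibition stronger than a set level, cut at about -70% in these data; inconclusive = activity change between two set negative limits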; note: % is set by controls: 0 for no effect and ±100 for the full control effect
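TSHR-expressing cells were treated with compounds, then stimulated with TSH at EC80 (4nM final) for 2 hours at 37 deg C. Cellular cAMP was measured by HTRF competition between lysate cAMP and cAMP-d2 for a cryptate-labelled anti-cAMP antibody.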
Mito fusion act – qHTS Assay for Small Molecule Inhibitors of Mitochondrial Division or Activators of Mitochondrial Fusion; Potency, µM (series often up to 46.1 µM), for inactives: at the highest dose growth rescue (activation), usual class: activators; hit rate 0.23% among 320,000; S. cerevisiae fusion-defective mutant growth rescue, CellTiterGlo 48 h;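 note: potency is the fitted concentration of half-maximal effect; % of control where 0% means no effect; nearly all actives have a fitted effect of over 45% in size; temperature-sensitive fusion mutants such as fzo1-1 at 37 °C on non-fermentable ethanol glycerol medium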
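Growth-rescue viability read-out: after 48 h at the non-permissive 37C in glycerol/ethanol YPEG, yeast mitochondrial fusion mutants are measured by CellTiterGlo luminescence; compounds (23 nl pinned per well) restoring growth score as division inhibitors or fusion activators.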
GALK inhibitor – qHTS Assay for Inhibitors of Human Galactokinase (GALK). P51570. hit rate 0.007% among 270,000. AID 1868, 2009. Purified GALK, Kinase-Glo residual ATP luminescence. Potency, µM (titrated, usually from 57.5 µM), for the others: at the top dose activity change, negative = inhibition, usual class: inhibitors; note: potency is the fitted concentration of half-maximal effect; % is set by controls: 0 for no effect and ±100 for the full control effect
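GALK at 5 nM final was combined with compound, 35 uM ATP and 100 uM galactose in HEPES pH8.0 with MgCl2 and DTT. The reaction ran one hour at room temperature before luminescent ATP detection.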
ASM inhibitor – Inhibitors of Secretory Acid Sphingomyelinase (S-ASM): qHTS | Sphingomyelin phosphodiesterase (Homo sapiens), P17405 | placental ASM, HMU-PC fluorogenic substrate, 60 min | Potency, µM (top dose mostly 57.5 µM), for inactives: top-dose activity change, negative = inhibition, most hits filed as inhibitors | hit rate 0.006% among 340,000; note: potency is the fitted concentration of half-maximal effect
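Human placenta-derived ASM preincubated with compound 10 min at room temperature, then reacted with 9 uM (final) fluorogenic HMU-PC substrate for 60 min at 37 C. Stop solution raises pH to 10; fluorescence read at Ex 386/Em 447 nm.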
MBNL1-CUG inh – qHTS Assay for Inhibitors of MBNL1-poly(CUG) RNA binding | Potency, µM (top dose mostly 57.5 µM), inactives show at the top dose activity change, negative = inhibition, usual class: inhibitors | Muscleblind-like protein 1 (Homo sapiens), Q9NR56 | TR-FRET MBNL1-His/biotin-(CUG)12 binding, 665/545 ratio | AID 2675, 2010 | hit rate 0.036% among 280,000; active = well fitted inhibition curve with a large enough effect in the signal ratio, with a control signal flat, not every such curve was filed as active; inconclusive = small, poorly fitted or top-dose-only effect, or effect the other way, or a change in a side signal; inactive = no such curve, though single readings can be large or run the other way; the % refers to the signal ratio; note: potency is the fitted concentration of half-maximal effect; % is set by controls: 0 for no effect and ±100 for the full control effect
Target sequence (Q9NR56 whole entry, looked up): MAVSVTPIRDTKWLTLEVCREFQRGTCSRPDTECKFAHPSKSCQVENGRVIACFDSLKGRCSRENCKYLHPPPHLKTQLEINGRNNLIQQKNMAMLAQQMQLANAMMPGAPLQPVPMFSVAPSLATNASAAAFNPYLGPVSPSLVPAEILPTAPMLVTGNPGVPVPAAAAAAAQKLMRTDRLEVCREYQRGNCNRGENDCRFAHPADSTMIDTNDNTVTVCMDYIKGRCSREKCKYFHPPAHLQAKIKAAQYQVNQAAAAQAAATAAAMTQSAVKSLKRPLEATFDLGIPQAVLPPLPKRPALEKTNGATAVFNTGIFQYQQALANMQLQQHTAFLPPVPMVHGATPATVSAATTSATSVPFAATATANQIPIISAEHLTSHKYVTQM
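Compound titration spanned 92 nM–58 uM against the MBNL1-His/biotin-(CUG)12 complex. After 60 min at room temperature with 5 nM streptavidin-XL665 and 0.055 ng/ul terbium anti-His, ratiometric 665/545 nm emission (Ex 340 nm) normalized to controls.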
Eya2 inh – qHTS Assay for Inhibitors of the Phosphatase Activity of Eya2; AID 488837, 2010; hit rate 0.006% among 330,000; Protein phosphatase EYA2 (Homo sapiens), O00167; Potency, µM (titrated, usually from 76.9 µM), without a hit: at the top dose activity, negative = inhibition, actives largely listed as inhibitors; recombinant Eya2, OMFP fluorescence dephosphorylation (OMFP is methylfluorescein phosphate); note: potency is the fitted concentration of half-maximal effect; % is set by controls: 0 for no effect and ±100 for the full control effect
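Eya2 (0.2 uM) preincubated 10 min at ambient with compound, then OMFP substrate added at 50 uM; 10 min reaction in 50 mM HEPES pH 7.5, 50 mM NaCl, 5 uM MgCl2, 0.05% BSA, 1 mM DTT. Fluorescence read at Ex 485/Em 525 nm.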
* = called active by the depositor. Unless noted, calls come from the whole dose curve; as a rule, active = well fitted curve in the direction sought with a large enough effect; inconclusive = small, poorly fitted or top-dose-only effect, or another doubt; inactive = no such curve, though single readings can be large; an effect the other way counts as inactive or inconclusive. Not all compounds are listed; the hit share may differ from the screen's.

How did Cn1c(=O)c2c(SCC(=O)N3CCOCC3)nc(C3CCCCC3)nc2n(C)c1=O do in these assays?
USP2a inh: 3%; Menin MLL FP TR: -7%; Chronic BCR inh: 4%; PKM2 act: -2%; TSHR antagonist: -6; Mito fusion act: 1%; GALK inhibitor: 1%; MBNL1-CUG inh: -4%; Eya2 inh: -9%

Results for COC(=O)c1cc(C(=O)OC)n(Cc2ccc(Br)cc2)n1 ?
USP2a inh: -1%; Chronic BCR inh: -6%; hERG WT inh: -9; PKM2 act: 5%; TSHR antagonist: -4; Mito fusion act: 12%; GALK inhibitor: -4%; ASM inhibitor: -6%; MBNL1-CUG inh: 3%; Eya2 inh: -15%

What do the screens show for `COc1ccc2c(c1)c1nc3ccccc3nc1n2CC(=O)OC(C)C`?
USP2a inh: -2%; Menin MLL FP TR: 2%; Chronic BCR inh: -1%; hERG WT inh: 4; PKM2 act: -5%; TSHR antagonist: 5; Mito fusion act: 0%; GALK inhibitor: 2%; ASM inhibitor: -1%; MBNL1-CUG inh: 0%; Eya2 inh: -8%

Results for CCCC(=O)N(Cc1cc2ccccc2[nH]c1=O)c1ccccc1OC ?
USP2a inh: 1%; Menin MLL FP TR: -8%; Chronic BCR inh: 2%; hERG WT inh: -7; PKM2 act: 10%; TSHR antagonist: 15; Mito fusion act: 3%; GALK inhibitor: 1%; ASM inhibitor: -1%; MBNL1-CUG inh: -7%; Eya2 inh: -18%

What do the screens show for `CCn1ncc(C(=O)Nc2ccc(S(=O)(=O)N3CCCC3)cc2)c1C`?
USP2a inh: 1%; Menin MLL FP TR: 11%; Chronic BCR inh: 3%; hERG WT inh: 7; PKM2 act: -13%; TSHR antagonist: 3; Mito fusion act: 6%; GALK inhibitor: -2%; ASM inhibitor: 2%; MBNL1-CUG inh: -6%; Eya2 inh: 13%

How did COc1cc2c(cc1OC)CN(C(C)C(=O)N1CCc3ccccc31)CC2 (stereo unspecified) do in these assays?
USP2a inh: 2%; Menin MLL FP TR: -8%; Chronic BCR inh: -25%; hERG WT inh: -16; PKM2 act: -1%; TSHR antagonist: 2; Mito fusion act: 4%; GALK inhibitor: 0%; ASM inhibitor: 1%; MBNL1-CUG inh: 6%; Eya2 inh: 6%

What do the screens show for `COc1ccc(N2CCN(C(c3nnnn3C3CCCC3)C(C)C)CC2)cc1` (stereo unspecified)?
USP2a inh: 1%; Menin MLL FP TR: -7%; Chronic BCR inh: inconclusive; hERG WT inh: 4; PKM2 act: 1%; TSHR antagonist: -31; Mito fusion act: 13µM*; GALK inhibitor: 11%; ASM inhibitor: -2%; MBNL1-CUG inh: 4%; Eya2 inh: -7%

Results for COc1ccc(NC(=O)c2nc3nccc(C)n3n2)cn1 ?
USP2a inh: 1%; Menin MLL FP TR: -14%; Chronic BCR inh: -19%; hERG WT inh: 0; PKM2 act: -17%; TSHR antagonist: 7; Mito fusion act: -4%; GALK inhibitor: 1%; ASM inhibitor: 2%; MBNL1-CUG inh: 0%; Eya2 inh: 1%

How did COc1ccccc1C(=O)C1CCCN(C(=O)c2cnn(C(C)C)c2)C1 (stereo unspecified) do in these assays?
USP2a inh: 1%; Chronic BCR inh: 4%; hERG WT inh: -14; TSHR antagonist: -1; Mito fusion act: 1%; GALK inhibitor: 4%; ASM inhibitor: 1%; MBNL1-CUG inh: -3%; Eya2 inh: 12%

How did CCN(c1ccccc1)S(=O)(=O)c1ccc(Cl)c(NC(=O)CSc2ncn[nH]2)c1 do in these assays?
USP2a inh: 2%; Menin MLL FP TR: 10%; Chronic BCR inh: 10%; hERG WT inh: 3; PKM2 act: 4%; TSHR antagonist: 1; Mito fusion act: -2%; GALK inhibitor: 0%; ASM inhibitor: 2%; MBNL1-CUG inh: 3%; Eya2 inh: -15%

What do the screens show for `COc1ccc(CNc2cccc(C)n2)c(O)c1`?
USP2a inh: 5%; Menin MLL FP TR: 0%; Chronic BCR inh: -2%; hERG WT inh: 22; PKM2 act: 24%; TSHR antagonist: -14; Mito fusion act: -2%; GALK inhibitor: -2%; ASM inhibitor: 2%; MBNL1-CUG inh: -6%; Eya2 inh: -3%

What do the screens show for `CCCCn1c(N)c(N(CCC(C)C)C(=O)c2[nH]c(C)c(C(=O)OCC)c2C)c(=O)[nH]c1=O`?
USP2a inh: 2%; Chronic BCR inh: 7%; hERG WT inh: -4; TSHR antagonist: 4; Mito fusion act: -1%; ASM inhibitor: 6%; Eya2 inh: -31%

How did CS(=O)(=O)Nc1ccc(C(=O)N2CCc3ccccc3C2)cc1 do in these assays?
USP2a inh: -1%; Menin MLL FP TR: 2%; Chronic BCR inh: 2%; hERG WT inh: 2; PKM2 act: -4%; TSHR antagonist: 2; Mito fusion act: -3%; GALK inhibitor: 0%; ASM inhibitor: 3%; MBNL1-CUG inh: -10%; Eya2 inh: 1%

How did C[C@@H]1COC(=O)[C@@H](CC(=O)OC(C)(C)C)C/C=C\C[C@@H](CC(=O)N(CCO)Cc2ccccc2)C(=O)N1 do in these assays?
USP2a inh: 0%; Chronic BCR inh: 1%; hERG WT inh: -7; TSHR antagonist: -8; ASM inhibitor: 0%; Eya2 inh: 6%

How did O=C(O)c1ccccc1C(=O)N1CCc2c([nH]c3ccccc23)C1C(F)(F)F (stereo unspecified) do in these assays?
USP2a inh: 1%; Chronic BCR inh: -2%; hERG WT inh: -6; PKM2 act: -34%; TSHR antagonist: 6; Mito fusion act: inconclusive; ASM inhibitor: -2%; MBNL1-CUG inh: -5%; Eya2 inh: -5%

How did COc1ccc(-n2nc3c(c2NC(=O)c2ccc(Br)o2)CS(=O)(=O)C3)cc1 do in these assays?
USP2a inh: -1%; Menin MLL FP TR: 12%; Chronic BCR inh: -1%; hERG WT inh: -5; PKM2 act: 0%; TSHR antagonist: 18; Mito fusion act: 8%; GALK inhibitor: 5%; ASM inhibitor: -2%; MBNL1-CUG inh: -2%; Eya2 inh: -9%

Results for Nc1nc(N)nc(-c2ccc(Cl)c(Cl)c2)n1 ?
USP2a inh: -1%; Chronic BCR inh: inconclusive; TSHR antagonist: -14; Mito fusion act: -7%; ASM inhibitor: 5%; Eya2 inh: -6%

Results for COC(=O)c1sc(-c2ccc(Cl)cc2)cc1NC(=O)/C=C/C(=O)O ?
USP2a inh: 0%; Chronic BCR inh: 17%; hERG WT inh: -2; PKM2 act: 5%; TSHR antagonist: -49; Mito fusion act: 2%; GALK inhibitor: -4%; ASM inhibitor: 19%; MBNL1-CUG inh: 23%; Eya2 inh: -20%

How did Cc1cccc(NS(=O)(=O)c2c(C(=O)N3CCOCC3)c(C)n(C)c2C)c1C do in these assays?
USP2a inh: 1%; Menin MLL FP TR: 15%; Chronic BCR inh: -4%; hERG WT inh: -1; PKM2 act: 0%; TSHR antagonist: 3; Mito fusion act: 6%; GALK inhibitor: -1%; ASM inhibitor: 2%; MBNL1-CUG inh: 3%; Eya2 inh: 8%

From PubChem BioAssay
